Bioassay records deposited in PubChem by several laboratories.
CHRM4 agonist: agonists of human muscarinic M4 receptor (CHRM4). CHO-K1 hM4/Gqi5, Fluo-8 calcium fluorescence; vehicle 0%, full acetylcholine response 100%. 0.14% of 360,000 active. P08173. activation, % at 3 µM;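 active = activation above the run mean over all test wells plus 3 SD, cut at about 32% in these data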;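 note: peak over basal fluorescence ratio per well then scaled between controls; 0% = DMSO wells and 100% = acetylcholine at EC100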
CHRM4 PAM: CHRM4 positive allosteric modulation | CHO-K1 hM4/Gqi5, Fluo-8 calcium fluorescence, ACh EC20; 0% = ACh EC20, 100% = maximal ACh | activation, % at 3 µM | 0.4% of 360,000 active | AID 624126;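 active = activation above its plate's cutoff, the mean activation of sample wells plus 3 SD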; note: some results filed as inactive read as strong as hits
CRFBP-R2 agonist: agonists of human CRF-binding protein/CRF-R2 receptor complex | HEK293 CRF-R2/CRF-BP, calcium dye fluorescence (FLIPR); percent of saturating CRF peptide response | activation, % at 13.2 µM | 0.46% of 350,000 active | AID 588473;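 active = activation of at least 50%, plus an integration ratio under a set limit after plate pattern correction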;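 note: plate controls were neutral control wells without compound for no effect and CRF at EC100 for full effect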
M1 PAM: positive allosteric modulators of human M1 muscarinic receptor. activation, % at 3 µM. 0.088% of 360,000 active. P11229. CHO-K1 hM1, Fluo-8 calcium fluorescence, ACh EC20; 0% = ACh EC20, 100% = maximal ACh. AID 588819; in the data active = activation above about 19%, passing the limit was not always enough
Target sequence (P11229 whole entry, looked up): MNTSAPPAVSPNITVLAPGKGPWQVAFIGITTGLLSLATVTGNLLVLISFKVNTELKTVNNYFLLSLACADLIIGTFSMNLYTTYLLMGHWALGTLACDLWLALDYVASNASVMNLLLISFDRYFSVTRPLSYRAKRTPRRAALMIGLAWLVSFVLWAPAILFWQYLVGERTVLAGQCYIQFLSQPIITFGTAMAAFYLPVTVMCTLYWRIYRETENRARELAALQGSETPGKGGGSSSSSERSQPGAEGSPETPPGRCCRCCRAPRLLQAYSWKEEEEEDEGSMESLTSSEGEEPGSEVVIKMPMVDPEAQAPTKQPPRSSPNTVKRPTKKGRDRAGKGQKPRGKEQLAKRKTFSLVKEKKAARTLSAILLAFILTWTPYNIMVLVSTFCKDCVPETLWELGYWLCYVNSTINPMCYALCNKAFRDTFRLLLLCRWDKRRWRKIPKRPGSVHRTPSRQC
CHRM5 PAM: CHRM5 positive allosteric modulation; CHO-K1 hM5, Fluo-8 calcium, ACh EC20 PAM; 0% = ACh EC20, 100% = ACh EC100; 0.3% of 360,000 active; activation, % at 3 µM; P08912; AID 624038;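 active = activation above the run cutoff, the mean activation of all test compounds plus 3 SD, cut at about 18% in these data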
Target sequence (P08912 whole entry, looked up): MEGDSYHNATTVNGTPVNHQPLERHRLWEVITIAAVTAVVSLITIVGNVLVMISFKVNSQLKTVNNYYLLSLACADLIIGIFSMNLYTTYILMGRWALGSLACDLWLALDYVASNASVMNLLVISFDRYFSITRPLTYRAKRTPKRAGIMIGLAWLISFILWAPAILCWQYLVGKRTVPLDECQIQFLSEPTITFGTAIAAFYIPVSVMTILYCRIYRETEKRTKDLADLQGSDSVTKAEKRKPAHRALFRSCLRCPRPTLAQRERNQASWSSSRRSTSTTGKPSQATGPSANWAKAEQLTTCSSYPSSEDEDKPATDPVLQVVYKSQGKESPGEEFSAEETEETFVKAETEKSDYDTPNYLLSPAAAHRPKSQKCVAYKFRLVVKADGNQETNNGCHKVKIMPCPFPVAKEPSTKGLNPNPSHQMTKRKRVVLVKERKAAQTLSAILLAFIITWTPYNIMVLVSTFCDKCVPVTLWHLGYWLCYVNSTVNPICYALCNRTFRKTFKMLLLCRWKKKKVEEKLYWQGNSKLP
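Probe or stimulus: acetylcholine, EC20 level; Assay system: human M5 receptor in CHO-K1 cells; Schedule: compound preincubation 140 s before EC20 acetylcholine addition; Technique: intracellular calcium via Fluo-8 fluorescence; Dosing: single-point, 3 µM nominal; Read-out basis: percent activation from peak-over-basal fluorescence ratio, scaled EC20-to-EC100 acetylcholine; Repeats: one well per compound, no replicates.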
CHRM5 antagonist: antagonists of human muscarinic M5 receptor (CHRM5); CHO-hM5 cells, Fluo-8 calcium fluorescence, ACh EC80; 0.59% of 360,000 active; P08912; inhibition, % at 3 µM;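 active = inhibition above a per-plate cutoff, the mean of that plate's test compounds plus 3 SD, cut at about 27% in these data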;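 note: 0% = acetylcholine EC80 with DMSO and 100% = DMSO without agonist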
CHRM5 agonist: CHRM5 agonism in calcium assay. P08912. CHO-K1 hM5 cells, Fluo-8 calcium fluorescence; 0% DMSO wells, 100% maximal acetylcholine response. activation, % at 3 µM. 0.19% of 360,000 active. AID 624037;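 active = activation above the run's mean over test compounds plus 3 SD, cut at about 23% in these data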;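 note: signal is peak over basal fluorescence ratio across the kinetic read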
M1 antag: blocks human M1 muscarinic receptor; P11229; CHO-K1 hM1, Fluo-8 calcium fluorescence, ACh EC80 antagonist; inhibition, % at 3 µM; 1.3% of 360,000 active; AID 588852;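 active = percent inhibition above its own plate's cutoff, namely the mean of that plate's compound wells plus 3 SD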;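 note: peak over basal fluorescence ratio during 140 s after agonist addition; 0% = ACh EC80 plus DMSO and 100% = DMSO alone without agonist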
CHRM4 antagonist: blocks acetylcholine activation of human M4 receptor. CHO-hM4 cells, ACh EC80, Fluo-8 calcium fluorescence. 0.73% of 360,000 active. P08173. inhibition, % at 3 µM;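 active = inhibition above its plate's cutoff, the mean inhibition of sample wells plus 3 SD, cut at about 27% in these data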;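 note: 0% = acetylcholine EC80 with DMSO and 100% = DMSO without agonist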
Active calls of the source: *; nt = not tested or not shown; & = joins results of further samples.

SMILES	CHRM4 agonist	CHRM4 PAM	CRFBP-R2 agonist	M1 PAM	CHRM5 PAM	CHRM5 antagonist	CHRM5 agonist	M1 antag	CHRM4 antagonist
COc1cccc(CNC(=O)C(NS(=O)(=O)c2ccc3c(c2)CCN3C(C)=O)C(C)C)c1 (stereo not drawn)	0.5	6.2	1.2	11.2	1.8	-8.3	-1.3	-13.3	-13.9
O=C(c1cccc(F)c1)N1CCN(c2cccc(Cl)c2)CC1	1.0	7.6	-1.0	7.8	-0.8	-2.9	0.5	-9.2	3.5
CCc1nnc(NC(=O)CSc2nnc(CNc3ccc(C)cc3)n2C)s1	0.5	2.1	-0.8	13.0	0.6	6.5	-3.0	-14.7	-5.7
CN(C)CC#CCC(O)(c1ccccc1)C1CCCCC1 (stereo not drawn)	2.7	-16.9	3.1	-26.1	-30.6	95.5*	-16.2	100.3*	92.5*
Cc1cccc(-c2ccc(O)cc2CN2CCN(c3ncc(Cc4ccccc4)cn3)CC2)c1	0.9	9.9	nt	nt	3.0	-6.5	3.3	nt	-9.7
O=[N+]([O-])c1ccccc1N/N=C\c1ccccc1F	0.0	-6.4	-0.1	3.0	-1.4	6.2	3.9	-4.8	16.8
COc1ccc(CCNC(=O)C/C(C)=N/NC(=O)c2ccc(N)cc2)cc1OC	1.3	15.4	-0.2	3.8	7.2	-15.2	-7.0	-5.2	2.7
O=C(CNc1ccccc1OC(F)F)N1CCc2ccccc21	2.7	-8.8	-1.7	-0.6	-1.8	1.6	-8.0	-5.7	5.3
Cn1c(=O)cc(OCCCC(=O)NCc2ccc3c(c2)OCO3)c2ccccc21	-0.1	7.5	-3.8	-0.8	-0.2	-3.5	1.8	4.6	-16.8
COc1ccc(CC(=O)NNS(=O)(=O)c2ccc([N+](=O)[O-])cc2)cc1OC	1.2	5.0	-0.7	6.3	-0.3	8.7	-1.1	0.0	-14.0
COc1cccc(CN2CC(C(=O)NCCc3ccc(C)s3)CCC2=O)c1 (stereo not drawn)	1.5	5.4	0.1	8.9	0.7	3.0	-3.7	-8.2	-0.7
CS(=O)(=O)Nc1ccc(C(=O)Nc2ccccc2Sc2ccccc2)cc1	4.4	-14.8	-1.6	1.5	-3.3	7.9	2.4	1.6	10.5
CCOC(=O)C1CCCN(S(=O)(=O)CCNC(=O)c2ccc(F)cc2)C1 (stereo not drawn)	1.4	-2.0	-0.8	3.6	4.8	-0.3	4.6	-7.3	0.3
Cc1nnc(SCC(=O)Nc2ccc(S(=O)(=O)N3CCCC3)cc2)n1N	-0.1	-4.0	-0.3	-20.6	-3.6	-4.6	-13.4	54.1*	0.5
Cc1nc(SCc2ccc(F)cc2)n[nH]1	-0.1	2.4	0.9	4.9	2.4	5.8	-0.5	0.5	-11.1
Oc1ccccc1CN1CCN(C(c2ccccc2)c2ccccc2)CC1	-1.4	-13.8	0.9	-17.1	-18.8	2.6	-17.6	21.0	1.8
Cc1ccc(-n2c(=O)c3c(C)c(C)sc3n(Cc3cc(=O)n4ccccc4n3)c2=O)cc1C	-1.1	1.4	-0.9	-3.0	-0.7	3.7	-2.8	-0.1	-4.9
Cc1cc(C)c(C#N)c(SCC(=O)c2ccc(Cl)cc2Cl)n1	6.8	2.0	7.8	-8.7	-5.4	-1.3	3.0	11.7	-7.2
COc1ccc(CN2C(=O)C(CC(C)C)Nc3ncnc(N4CCN(c5ccccc5)CC4)c32)cc1 (stereo not drawn)	1.7&-0.5	23.7&4.5	2.2	4.6&1.6	-4.2&3.4	8.8&-6.1	-4.4&-0.6	-9.5&-3.7	-2.5&-22.4
COc1ccc2[nH]c(C)c(CCN(Cc3cccs3)C(=S)Nc3cccc(F)c3)c2c1	4.6	-4.5	22.9	0.8	-1.8	-0.5	1.8	0.9	-7.6
Cc1ccc(S(=O)(=O)NCc2ccncc2)c(C)c1C	12.6	-5.6	53.2*	-4.1	-13.1	26.6	5.7	13.2	17.0
COc1ccc(C(=O)NC(=S)SCC(=O)O)cc1	0.0	-3.6	1.1	4.7	0.1	-6.1	1.7	1.6	5.1
CC1(c2cccc(Br)c2)NC(=O)N(CC(=O)c2ccc3c(c2)OCCO3)C1=O (stereo not drawn)	5.8	-4.6	12.4	7.2	-10.1	6.0	3.9	-10.6	8.6
Cc1cc(Cl)c2oc(C(=O)N(CCO)Cc3ccccc3)c(C)c2c1	0.3	-4.5	0.5	7.7	12.8	-1.8	5.7	3.4	-3.5

Some of the entries above, reformatted:
Cc1nc(SCc2ccc(F)cc2)n[nH]1
  CHRM4 agonist: -0.1 | CHRM4 PAM: 2.4 | CRFBP-R2 agonist: 0.9 | M1 PAM: 4.9 | CHRM5 PAM: 2.4 | CHRM5 antagonist: 5.8 | CHRM5 agonist: -0.5 | M1 antag: 0.5 | CHRM4 antagonist: -11.1
Cc1nnc(SCC(=O)Nc2ccc(S(=O)(=O)N3CCCC3)cc2)n1N
  CHRM4 agonist: -0.1 | CHRM4 PAM: -4.0 | CRFBP-R2 agonist: -0.3 | M1 PAM: -20.6 | CHRM5 PAM: -3.6 | CHRM5 antagonist: -4.6 | CHRM5 agonist: -13.4 | M1 antag: 54.1* | CHRM4 antagonist: 0.5

More entries.
SMILES	CHRM4 agonist	CHRM4 PAM	CRFBP-R2 agonist	M1 PAM	CHRM5 PAM	CHRM5 antagonist	CHRM5 agonist	M1 antag	CHRM4 antagonist
COc1ccc(NC(=O)C2CCC(=O)N2S(=O)(=O)c2ccc(C)cc2)cc1Cl (stereo not drawn)	0.2	5.7	-1.8	11.0	-4.5	9.0	-4.2	-15.3	-14.3
COC(=O)c1ccc(N2NC(=O)/C(=C/c3cc(OC)c(OC)c(OC)c3)C2=O)cc1	9.3	-3.3	-0.3	13.9	-4.4	15.1	-0.8	-9.1	-4.8
O=C(Nc1ccc(-c2csc(Nc3ccccc3)n2)cc1)c1ccccc1	4.5	-0.7	-0.1	-0.4	-4.0	-3.2	-3.7	-1.3	8.4
CC(C)CNC(=O)C1CC(=O)OC12CCCCC2 (stereo not drawn)	0.3	-6.6	0.7	8.5	2.5	-3.4	0.6	-11.5	3.3
CS(=O)(=O)c1ccc(NC(=O)CN2C(=O)C3CCCCC3C2=O)cc1 (stereo not drawn)	-0.3	-6.5	0.5	3.0	-2.1	-5.7	-2.1	-3.3	10.0
O=C(O)CC1C(=O)NCCN1Cc1cccs1 (stereo not drawn)	9.3	-4.0	0.3	-6.8	-9.5	2.2	0.5	0.2	-8.9
Cc1cc(=O)c2cc(Br)ccc2n1CC(=O)NCc1ccccc1	6.8	-17.8	-0.2	2.9	-0.1	5.0	7.8	-4.5	-16.5
Cc1cccc(C)c1NC(=O)C1CCCN1C(=O)NCc1ccccc1 (stereo not drawn)	1.4	-0.9	-0.7	0.0	3.4	3.4	-2.3	4.3	-5.5
CCCOc1ccc(C2Nc3cccc4cccc(c34)N2)cc1	0.5	3.2	0.5	-3.7	-4.0	6.5	0.1	0.3	1.6
COc1ccc(Cl)cc1NS(=O)(=O)c1c(C)[nH]c(C)c1C(=O)N1CCCCC1	2.5	7.2	0.8	3.4	1.6	4.7	-2.4	-1.6	6.2
COc1cccc2cc(C(=O)NCc3ccccc3Br)c(=O)oc12	-0.1	-4.1	-0.8	3.8	6.0	-3.1	-2.8	4.0	13.5
CN(C(=O)c1ccc(NC(=O)Cc2cccc(NC(=O)C3CCCN(C(=O)C4CCC4)C3)c2)cc1)C1CCCC1 (stereo not drawn)	0.3	8.4	-0.1	7.9	9.3	6.4	-3.6	-3.0	-1.3
CC(=O)N1CCN(c2ccccc2NC(=O)COc2ccc(Br)cc2)CC1	10.5	-0.8	-0.8	-6.9	-6.7	6.8	4.0	1.6	4.8
CC(=O)Nc1ccc(NC(=O)CN(c2ccc(F)cc2)S(=O)(=O)c2ccc3c(c2)OCCO3)cc1	12.5	-14.5	-1.2	-1.4	-9.6	3.3	-5.2	1.8	-11.6
C/C(CCc1ccccc1)=N\NC(=O)c1ccccc1	1.8	-5.8	-1.1	5.2	-6.8	2.6	-0.5	-8.4	0.9
CCOC(=O)CN1NC2(CCCCCCC2)NC1=S	1.2	2.8	-2.2	7.1	8.6	-4.6	5.1	-7.7	6.3
O=C(NC1=NN(c2ccccc2)CC1)Nc1ccccc1F	1.6	-7.8	-1.1	12.9	6.7	-6.8	0.8	-12.7	-7.5
CCCCC(=O)N(C)c1c(C)nc2ccc(C(=O)Nc3cccc(NS(C)(=O)=O)c3)cn12	0.8	1.3	nt	-6.5	-5.7	0.6	1.4	11.3	-4.1
COc1ccc(CNc2nc(SC)n[nH]2)cc1OC	-0.2	1.6	-2.4	-0.9	-0.6	1.3	-0.4	-12.8	3.1
Cc1ccc(C(=O)c2coc3ccc(O)c(CN(C)C)c23)cc1	0.1	-2.8	-0.4	2.5	0.8	0.4	0.2	1.9	5.2
CC(=O)Nc1ccc(C(=O)OCC(=O)N2CCC(Cc3ccccc3)CC2)cc1	4.9	-6.3	0.0	-4.9	-12.5	18.8	-2.9	3.6	-3.3
CC1CC(C)CN(C(=O)C(C)N2CCN(S(=O)(=O)c3ccc(C(F)(F)F)cc3)CC2)C1 (stereo not drawn)	3.9	4.1	1.1	8.3	-4.0	-2.6	2.2	-9.2	1.6
O=C(NCCc1ccccc1)C(=O)NCc1ccncc1	1.2	-3.2	-0.2	6.6	-4.6	2.4	-3.7	-3.1	3.4
Cc1cc(O)cc(O)c1C(=O)Cc1ccccc1	4.5	8.7	-0.5	15.6	2.6	-12.3	2.7	-13.5	2.9
COc1ccc([C@@H]2[C@@H]3C(=O)N(C(C)(C)C)C(=O)[C@@H]3[C@]3(C)C(=O)N(c4cccc(C)c4)C(=O)N23)cc1	-1.5	-3.5	0.6	1.7	-5.2	12.4	-0.1	-8.7	-1.5
CCSc1nc2sccc2c(=O)n1-c1ccccc1	0.7	7.2	-1.2	3.0	2.5	-2.5	-5.8	-2.2	-7.6
Cc1ccc(S(=O)(=O)N/N=C/c2ccccc2O)cc1[N+](=O)[O-]	1.9	3.0	-0.2	10.9	4.2	-0.6	1.4	-18.0	2.5
COc1ccc(C)cc1Nc1n[n+](-c2ccccc2)c(-c2ccc(NC(C)=O)cc2)s1	-0.7	4.7	5.7	2.2	-0.2	11.1	-2.6	-7.7	-6.7
CC(C)(C)/C(O)=C/c1nc2ccccc2oc1=O	0.8	0.4	-0.3	11.7	8.7	-1.5	-2.1	-11.2	-11.0
Cc1ccccc1NC(=O)CSc1[nH]c(=O)cc(C)c1C#N	2.8	-1.8	2.7	-0.6	3.2	-3.4	5.1	-2.0	-0.6
COc1ccccc1C(=O)NNC(=S)NC(=O)c1ccco1	5.8	-1.0	24.2	0.6	-4.5	14.2	3.4	-0.6	8.3
OC(c1ccc(Cl)cc1)c1ncc(-c2cccc(C(F)(F)F)c2)[nH]1 (stereo not drawn)	7.8	5.2	nt	2.7	0.6	5.5	0.3	-14.3	-9.2
COc1ccc(CNc2nc3ccccc3n2C(C)C)c(O)c1	8.0	-5.0	-1.7	-2.7	-3.7	17.0	-1.1	4.0	4.4
COc1cccc(NC(=O)C(c2ccccc2)N2CCN(CC(=O)N3CCOCC3)CC2)c1 (stereo not drawn)	0.2	1.7	-1.3	7.2	5.6	1.4	3.0	-3.2	5.4
COc1cc(NC(=O)Cn2ncc3c2-c2ccccc2OC3)cc(OC)c1OC	4.7	0.7	-0.5	-1.2	-5.5	-1.1	4.6	0.5	-4.4
O=C(CSc1nnc2ccc(-c3ccccn3)nn12)N1CCCC1	0.8	-5.3	0.2	5.7	3.3	6.4	-1.7	-13.6	7.8
